High-throughput results (PubChem BioAssay)
Wnt bcat act: Wnt/beta-catenin pathway activators, primary screen, cell-based, plate reader, single point. hit rate 1.2% among 300,000. Wnt/beta-catenin reporter cell assay, activator. activation, % at 9.35 µM; in the data active = activation above about 30%, passing the limit was not always enough;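 note: 0% = neutral control wells and 100% = positive control wells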
An asterisk follows results filed as active. These rows are one share of the data, so the mix of outcomes need not match the whole.

Wnt bcat act	molecule
1.1	COc1ccc(C(=O)NCCNc2nc3cc(C)cc(C)c3cc2C#N)nc1
-3.5	CC(=O)Nc1ccc(-c2ccnc3c2CC(C)(C(=O)Nc2cccc(Oc4ccccc4)c2)O3)cc1 (stereo not given)
-2.6	O=C1NC[C@@H](CCCCN2C[C@H](Cc3ccc(O)cc3)N(CCc3ccc(O)cc3)C(=O)C2=O)N(CCc2ccccc2)C1=O
-10.3	COc1ccc(NC(=O)C2(C)Cc3c(-c4cccc(NC(C)=O)c4)ccnc3O2)cc1 (stereo not given)
-1.9	CCCCNC(=O)c1nc(C2CCN(S(=O)(=O)c3ccc(S(C)(=O)=O)cc3)CC2)oc1-c1ccccc1
-6.2	CCc1nc2c(OCc3ccc(F)cc3)cccn2c1N(C)C(=O)c1ccc(C)cc1
1.2	CC(=O)Nc1cc(-c2cccc(C(=O)NCCN(C)C)c2)cn2c(-c3ccc(C(C)=O)cc3)cnc12
4.5	CC(=O)NCCNC(=O)C1Cc2c(-c3ccc(Cl)cc3)ccnc2O1 (stereo not given)
0.2	CCc1c(-c2ccccc2Br)ncn1CCc1ccccc1OC
5.7	c1ccc(COCCc2cn(Cc3ccccc3)c3ccccc23)cc1
-2.9	COc1ccccc1-c1ncn(Cc2cccc(-c3ccccc3)c2)c1-c1ccco1
-7.0	COc1ccc(C(C)C)cc1-c1cc(C(=O)NCc2cccc(C(F)(F)F)c2)[nH]n1
-3.2	CC(=O)Nc1ccc(CN2C(=O)C(Cc3ccccc3)ON=C2c2ncccc2C)cc1 (stereo not given)
-3.0	CCOC(=O)C1(C)CCN1C(=O)/C=C/c1ccccc1 (stereo not given)
-3.7	COC(=O)C1=C(C)N(Cc2ccc(C(F)(F)F)cc2)C(=NCc2cc(OC)c(OC)c(OC)c2)NC1c1cccc(Cl)c1 (stereo not given)
-2.9	COc1ccc(C#Cc2c(-c3ccccc3OC)oc3ccccc23)cc1
-1.7	COCCNC(=O)C1(C)CCCN(C(=O)c2ccc(F)cc2Cl)C1 (stereo not given)
-2.9	CCC(c1nnnn1-c1ccc(OC)cc1)N1CCN(C/C=C/c2ccccc2)CC1 (stereo not given)
-0.3	Oc1c(N=Nc2nn[nH]n2)ccc2ccccc12
-4.4	Cc1ccc(C2(c3noc(CN(C)CCCN4CCOCC4)n3)CCCC2)cc1
2.3	CSc1nc(NCCCN(C)C)c2c3c(sc2n1)CN(C)CC3
1.3	O=C(Nc1ccc(F)c(Cl)c1)[C@@H]1O[C@H](CO)[C@H](O)[C@H](O)[C@H]1O
-0.8	C#CCNC(=O)C[C@@H]1C[C@@]2(C(=O)OCC)CCC=C2N(Cc2ccc3c(c2)OCO3)C1=O
0.4	OCC1COC(c2ccccc2)=N1 (stereo not given)
-5.5	CC(=O)O[C@@H]1[C@H](Oc2c(O)c(C)c3c4c2[C@H](C)CC[C@H]4[C@H](C)C[C@@H]3C=C(C)C)O[C@@H](C)[C@@H](O)[C@H]1O
-0.9	CCOC1=C2CN(S(=O)(=O)c3ccc(C)cc3)[C@H](c3cccc(Cl)c3)C[C@H]2[C@H]2C(=O)N(c3ccccc3)C(=O)[C@H]2C1
0.2	CSc1ccc(OC2(C)CCN(Cc3ccc4c(c3)OCCO4)C2)cc1 (stereo not given)
-1.1	CCCNC(=O)C1(C)CCN(Cc2ccc(C)c3ccccc23)C1 (stereo not given)
-1.9	Cc1ccc(C)c(NC(=O)C2(C)CCN2C(C)C)c1 (stereo not given)
17.7	COc1ccc(Cc2c(-c3cccc(Cl)c3)nc3ccc(C)cn23)c(C)c1

Next part (four carried over from the part before).
Wnt bcat act	molecule
0.2	CSc1ccc(OC2(C)CCN(Cc3ccc4c(c3)OCCO4)C2)cc1 (stereo not given)
-1.1	CCCNC(=O)C1(C)CCN(Cc2ccc(C)c3ccccc23)C1 (stereo not given)
-1.9	Cc1ccc(C)c(NC(=O)C2(C)CCN2C(C)C)c1 (stereo not given)
17.7	COc1ccc(Cc2c(-c3cccc(Cl)c3)nc3ccc(C)cn23)c(C)c1
-3.2	CCN(C)C1CN(Cc2cn(Cc3cccc(Cl)c3)nn2)S(=O)(=O)C1 (stereo not given)
4.7	CCCCNC(=O)C1(C)CCCCN1C(=O)c1cncc(Br)c1 (stereo not given)
-2.7	CCOC1=C2[C@@H](CN(S(=O)(=O)c3ccc(C)cc3)[C@H]2c2cccc3ccccc23)[C@H]2C(=O)N(c3ccccc3)C(=O)[C@H]2C1
-2.1	Cc1cccc(C)c1N1CCN(C(c2ccnc3ccccc23)c2nnnn2-c2ccc3c(c2)OCCO3)CC1 (stereo not given)
-1.9	Cc1cccc(-c2cc(NC=O)c3ncc(-c4cccc(C(=O)N(C)C)c4)n3c2)c1
-0.2	C[C@@H]1CN([C@H](C)CO)C(=O)c2cc(NS(=O)(=O)c3ccccc3)ccc2O[C@@H](C)CCCCO[C@@H]1CN(C)Cc1ccccc1
-0.1	CN1CCc2c(sc(NC(=O)c3cc(Cl)sc3Cl)c2C(N)=O)C1
-0.5	COC(=O)C1=CN(c2ccc(C)cc2)C(N)=C(C#N)C1c1ccc(OC)cc1 (stereo not given)
-0.6	CCc1nc2c(OCc3ccc(Cl)cc3)cccn2c1N(C)C(=O)C1CC1
-1.4	COc1ccc(CNC(=O)C2(C)Cc3c(-c4ccc(C(N)=O)cc4)ccnc3O2)cc1OC (stereo not given)
2.9	CN(C)c1ccc(-c2csc(C(O)c3ccc(F)c(F)c3)n2)cc1 (stereo not given)
-4.4	O=S1(=O)N[C@@H](Cc2ccccc2)COc2cccc(N3CCC[C@H]3CO)c21
2.2	COC(=O)c1ccc2nc(C3CCCCC3)c(Cc3ccccc3OC)n2c1
-8.2	COC(=O)c1cc2c(c3c4cc(F)ccc4n(S(=O)(=O)c4ccc(C)cc4)c13)C(=O)N(Cc1ccc(N(C)C)cc1)C2
-1.8	COc1ccc(-c2nc3c(C)cc(Br)cn3c2CC2CCCCC2)cc1OC
-2.0	COC(=O)[C@]12CCCCC=C1N(CCc1ccc(OC)c(OC)c1)C(=O)[C@H](CC(=O)NCC1CCCCC1)C2
-2.0	O=S1(=O)c2ccc(Br)cc2OC2CCCC[C@@H]2N1Cc1ccccc1 (stereo not given in full)
0.6	CC(C)N1CCC1(C)C(=O)Nc1cccc2ccccc12 (stereo not given)
4.7	COCc1cccc(-c2csc(C(O)c3cccc(OC)c3)n2)c1 (stereo not given)
0.0	COc1ccc(-c2coc3c(C(=O)Nc4cccc(NS(C)(=O)=O)c4)cccc23)c(C)c1
-5.8	Cc1ccc(F)cc1C(=O)N1CCCC(C)(C(=O)NS(=O)(=O)C2CC2)C1 (stereo not given)
-2.5	Cc1cccc(C(O)c2ncc(-c3ccc(F)cc3)[nH]2)c1C (stereo not given)
-0.2	COC(=O)c1cc(=O)nc(NN=Cc2ccc(C)cc2)s1
-1.1	O=C(NCc1ccccc1)C(C1CC1)n1c(CSCCOc2ccccc2)nc2ccccc21 (stereo not given)
-1.9	O=S(=O)(N[C@@H]1CC[C@H](CCNS(=O)(=O)c2ccccc2Cl)O[C@@H]1CO)c1ccccc1
-3.9	CCCNC(=O)c1cc2c(c(-c3cccc(-c4ccc(C#N)cc4)c3)n1)[C@@H](CCO)N(C(=O)CC)C2
-3.7	CC(C)(C)c1ccc2cccc(F)c2n1
0.1	FC(F)(F)c1ccccc1Cc1c(-c2ccc(Cl)cc2)nc2ccc(Br)cn12
-0.7	CCC(=O)N1CCC(C)(C(=O)NCc2cccc(OC)c2)C1 (stereo not given)
3.5	Cn1c(NCCc2ccncc2)nc2cc(-c3cccc(C(F)(F)F)c3)sc2c1=O

5 compounds already listed, arranged by their value in Wnt bcat act, highest first.
SMILES | Wnt bcat act
CN(C)c1ccc(-c2csc(C(O)c3ccc(F)c(F)c3)n2)cc1 (stereo not given) | 2.9
COC(=O)c1ccc2nc(C3CCCCC3)c(Cc3ccccc3OC)n2c1 | 2.2
CC(C)N1CCC1(C)C(=O)Nc1cccc2ccccc12 (stereo not given) | 0.6
CCc1nc2c(OCc3ccc(Cl)cc3)cccn2c1N(C)C(=O)C1CC1 | -0.6
CCOC1=C2[C@@H](CN(S(=O)(=O)c3ccc(C)cc3)[C@H]2c2cccc3ccccc23)[C@H]2C(=O)N(c3ccccc3)C(=O)[C@H]2C1 | -2.7

Carrying on.
Wnt bcat act	molecule
-2.0	Cn1cc([C@]2(O)C(=O)N(c3ccccc3)c3ccccc32)c2ccccc21
-0.6	CCCCN(C(=O)c1ccccc1Cl)C(CC(C)C)c1nc2ccccc2[nH]1 (stereo not given)
3.8	COCCNc1nc(NCCN2CCNC2=O)c2sc(-c3ccccc3)cc2n1
2.2	CCN1C(=O)[C@@H]2[C@@H]3CN(S(=O)(=O)c4ccc(C)cc4)[C@@H](c4cccc5ccccc45)[C@@H]3C(=O)C[C@@H]2C1=O
-3.7	COc1ccc(CNC(=O)c2ccc(-n3cncn3)c3ccoc23)cc1OC
-0.5	Cn1cc(-c2ccc(C(=O)Nc3cccc(Oc4ccccc4)c3)c3occc23)cn1
1.6	Cc1cc(NN=Cc2ccccn2)nc2ccccc12
1.0	Cc1ccc2nc(C3CCCCC3)c(Cc3ccsc3)n2c1
-3.9	CC(=O)Nc1cc(-c2ccc(S(C)(=O)=O)cc2)cn2c(-c3ccc(F)cc3)cnc12
2.2	O=S(=O)(c1ccc(F)cc1)N1CCCc2nc(-c3ccc(F)cc3)ccc21
-0.3	CCOC1=C2CN(S(=O)(=O)c3ccc(C)cc3)C(c3cccc(Cl)c3)CC2N(S(=O)(=O)c2ccc(C)cc2)C(c2ccncc2)C1 (stereo not given)
1.6	Nc1[nH]c(C(=O)c2ccc(Br)cc2)c(-c2ccncc2)c1C(=O)c1ccccc1
-0.3	COC(=O)C1=C(C)N(Cc2cccc(C(F)(F)F)c2)C(=NCc2ccc3c(c2)OCO3)NC1CCc1ccccc1 (stereo not given)
2.1	Cn1c(NCc2ccccc2)nc2cc(-c3cccc(C(F)(F)F)c3)sc2c1=O
7.7	CCCCNC(=O)C1C(c2ccc(OC)cc2)=Nc2ccccc2N1C(=O)c1cccnc1 (stereo not given)
-3.3	CCCc1c(C(=O)N/N=C/c2ccc(OCc3ccc(F)cc3)cc2)nnn1-c1nonc1N
-1.1	CCCC(=O)N1CCC1(C)C(=O)NS(=O)(=O)c1cc2c(cc1C)CCCS2(=O)=O (stereo not given)
3.0	CSCCC(C(=O)NC(C)(C)C)n1c(-c2ccccc2)nc2ccccc21 (stereo not given)
-1.1	NC(=O)c1cccc(Nc2nc(C(N)COCc3ccccc3)cs2)n1 (stereo not given)
-2.3	O=C(NCc1ccccc1)C(c1ccccc1)n1c(=O)c(-c2ccco2)nc2ccccc21 (stereo not given)
-2.9	O=C1C=C(OCCF)CC(c2cccc([N+](=O)[O-])c2)O1 (stereo not given)
-5.2	COc1cc(Cn2c3ccc(NC(=O)CC(C)(C)C)cc3c(=O)n2C)ccc1F
2.2	CCCNC(=O)C1(C)CCCN(C(=O)CN2C(=O)c3ccccc3C2=O)C1 (stereo not given)
0.0	Cc1ccccc1-c1cnc(C(O)c2ccc(-c3ccccc3)cc2)[nH]1 (stereo not given)
-3.9	COCCN1C(=O)c2ccccc2C1c1nnnn1Cc1ccccc1 (stereo not given)
0.8	CCN(Cc1cc2ccccc2[nH]c1=O)C(=O)c1cccc([N+](=O)[O-])c1
-0.2	COCCNC(=O)C1(C)CCCN(C(=O)c2cc(F)ccc2C)C1 (stereo not given)
-3.9	NC(=N\N=Cc1ccccc1)/C(N)=N/N=Cc1ccccc1
-4.9	COCCN1Cc2cc(C(=O)OC)c3c(c2C1=O)c1ccccc1n3S(=O)(=O)c1ccc(OC)cc1
-0.4	COc1ccc(CN2CCCC(C(=O)N3CCCC3)C2)c(OC)c1OC (stereo not given)
-1.9	COC(=O)C1(C(=O)OC)Cc2ccccc2N(S(=O)(=O)c2ccc(C)cc2)C1CC(C)=O (stereo not given)
-1.0	O=C(NCc1ccccc1)[C@H]1CCCN1C(=O)[C@H]1CCCN1C(=O)c1ccc(F)cc1
-2.1	Nc1sc(-c2ccccc2)cc1C(=O)NCCc1c[nH]c2ccccc12
-2.4	CC(C)C[C@H]1CNC(=S)N1C[C@H]1CCCN1C[C@H](Cc1ccc(O)cc1)N1C[C@H](Cc2ccccc2)N(CC2CCCCC2)C1=S
-1.2	C[C@H](c1ccccc1)N1C[C@H](COCc2ccccc2)Oc2cc(N3CC[C@H](N(C)C)C3)ccc2S1(=O)=O
1.6	O=C(NCc1ccccc1)[C@@H]1CCCN1C(=O)[C@H]1CCCN1C(=O)c1c(F)cccc1F
-2.9	CC(C)(C)N1C(=O)c2ccccc2NC(=O)C1C(=O)Nc1ccc(N2CCOCC2)cc1 (stereo not given)
26.7	OC[C@H]1O[C@@H](c2nc(-c3ccc(Br)cc3)no2)C[C@@H]1O
-0.8	COCCNc1nc2cc(-c3cccc(C(F)(F)F)c3)sc2c(=O)n1C
-20.4	COC(=O)[C@]12C[C@H](CC(=O)NCc3cccc4ccccc34)C(=O)N(Cc3ccc4c(c3)OCO4)C1=C[C@H](C(C)(C)C)O[C@@H]2C
-0.6	Cc1ccc(C(NC(=O)C2CCN(CCOc3ccccc3)CC2)c2ccccn2)cc1 (stereo not given)
-0.7	CCNC(=O)C1(C)CCN(C(=O)c2ccc(OC)cc2OC)C1 (stereo not given)
-3.4	CCOC(=O)N(C)c1c(CC)nc2c(OCCC3CCCCC3)cccn12
-0.7	COCCNc1ncnc2c1ncn2[C@H]1CN(Cc2ccc(OC)cc2)C[C@@H](CO)O1
-3.1	OC[C@@H]1CN(Cc2cccs2)C[C@H](n2cnc3c(NC4CCCC4)ncnc32)O1
-4.0	CC1(C(=O)Nc2cccc(NS(C)(=O)=O)c2)Cc2c(-c3ccc(C(N)=O)cc3)ccnc2O1 (stereo not given)
-5.5	NC(c1ccc(F)c(F)c1)c1nc(-c2cc(F)cc(F)c2)cs1 (stereo not given)
-2.2	CCCCn1nnnc1C1(C)CCC(=O)N1CCOC (stereo not given)
-1.1	OC(c1ccccc1)C1(c2ccccc2)CCN(Cc2ccccc2)CC1 (stereo not given)
-2.6	CCCCC(=O)N(C)c1c(C)nc2ccc(C(=O)N(CC)CCN(C)C)cn12
